SRC3 TRFRET art – flags TR-FRET format artefacts in PPARgamma SRC-3 recruitment agonist screen; hit rate 0.39% among 99,000; TR-FRET ratio at 8 µM; TR-FRET artefact counter-screen, PPARgamma/SRC-3 format; stronger effect = higher value; in the data active means TR-FRET ratio above about 2000; further: inactives centre near 1600; reference of the scale not given here
SRC1 TRFRET art – flags TR-FRET format artefacts in PPARgamma SRC-1 recruitment agonist screen; TR-FRET detection artefact counter-screen, emission ratio; stronger effect = higher value; TR-FRET ratio at 8 µM; hit rate 0.34% among 99,000; in the data active means TR-FRET ratio above about 2300; further: inactives centre near 1800; reference of the scale not given here
Starred values were filed as active, the others as inactive. Not all compounds are listed (hit frequency here may not be typical).

#1 Cc1ccc(N2C(=O)NC(=O)/C(=C\c3cc(C)n(-c4sc5c(c4C#N)CCCC5)c3C)C2=O)cc1
  SRC3 TRFRET art: 1557	SRC1 TRFRET art: 1966
#2 O=C(N/N=C\C1C(=O)NC(=S)N(c2ccccc2)C1=O)c1ccc(O)cc1 (stereo not drawn)
  SRC3 TRFRET art: 1535	SRC1 TRFRET art: 1730
#3 C#C[C@]1(O)CC[C@H]2[C@@H]3CCC4=CC(=O)CC[C@]4(C)[C@H]3CC[C@@]21C
  SRC3 TRFRET art: 1564	SRC1 TRFRET art: 1760
#4 CN(C)C(=Nc1ccccc1)P(=S)(N(C)C)N(C)C
  SRC3 TRFRET art: 1635	SRC1 TRFRET art: 1666
#5 O=C(CCS(=O)(=O)c1ccc(Br)cc1)N1CCC2(CC1)OCCO2
  SRC3 TRFRET art: 1541	SRC1 TRFRET art: 1448
#6 CCP(=S)(CC)c1ccc(N(C)C)cc1
  SRC3 TRFRET art: 1626	SRC1 TRFRET art: 1693
#7 CN(C)S(=O)(=O)c1cc(NC(=O)C[N+]23CCN(CC2)CC3)ccc1Cl
  SRC3 TRFRET art: 1544	SRC1 TRFRET art: 1608
#8 Cc1cccc(-n2c(O)c(/C=N/N3CCOCC3)c(=O)[nH]c2=S)c1
  SRC3 TRFRET art: 1678	SRC1 TRFRET art: 1805
#9 CN1CCN(C(=S)SCC(=O)Nc2ccc(Cl)cc2C(=O)c2ccccc2)CC1
  SRC3 TRFRET art: 1335	SRC1 TRFRET art: 1696
#10 CCOC(=O)COc1ccc2c(c1)c(C(C)=O)c(C)n2Cc1ccccc1
  SRC3 TRFRET art: 1366	SRC1 TRFRET art: 1758

#11 Cc1cccc(-n2c(O)c(C=Nc3ccc(Br)cn3)c(=O)[nH]c2=O)c1
  SRC3 TRFRET art: 1667	SRC1 TRFRET art: 2049
#12 COc1ccn(C)c(=O)c1C#N
  SRC3 TRFRET art: 1638	SRC1 TRFRET art: 1932
#13 CC(=O)c1cn(Cc2ccc(C#N)cc2)c2ccccc12
  SRC3 TRFRET art: 1573	SRC1 TRFRET art: 1969
#14 Cc1cccc(-n2c(C)nc3ccccc3c2=O)c1C
  SRC3 TRFRET art: 1445	SRC1 TRFRET art: 1625
#15 COc1cccc(NC(=O)N2CCC3(CC2)OCCO3)c1
  SRC3 TRFRET art: 1567	SRC1 TRFRET art: 1738
#16 CC(C)Oc1ccc(C2(C#N)CC[N+](C)(C)CC2)cc1
  SRC3 TRFRET art: 1571	SRC1 TRFRET art: 1672
#17 Cc1ccc(CN2C(=O)CN=C(c3ccccc3)c3ccccc32)cc1
  SRC3 TRFRET art: 1517	SRC1 TRFRET art: 1911
#18 CC(=O)N1CCN(CC(=O)Nc2ccc(C#N)c(Cl)c2)CC1
  SRC3 TRFRET art: 1451	SRC1 TRFRET art: 2067
#19 CN1C(=O)N(C)C(=O)C(CCc2ccncc2)(CCc2ccncc2)C1=O
  SRC3 TRFRET art: 1495	SRC1 TRFRET art: 1830
#20 CN[C@H]1C[C@H]2O[C@@](C)([C@H]1OC)n1c3ccccc3c3c4c(c5c6ccccc6n2c5c31)C(=O)NC4
  SRC3 TRFRET art: 1642	SRC1 TRFRET art: 1830

#21 CC1(C)OC(c2ccccc2)=C/C(=C/C=C2C(=O)NC(=O)NC2=O)O1
  SRC3 TRFRET art: 1591	SRC1 TRFRET art: 1839
#22 C=CCn1c(O)c(C(C)=NCCC(c2ccccc2)c2ccccc2)c(=O)[nH]c1=O
  SRC3 TRFRET art: 1481	SRC1 TRFRET art: 1919
#23 COc1ccc(C(c2c(O)c3ccccc3oc2=O)c2c(C)n(C)n(-c3ccccc3)c2=O)cc1 (stereo not drawn)
  SRC3 TRFRET art: 1527	SRC1 TRFRET art: 1783
#24 Cc1ccc(/C=C2\C(=O)NC(=O)N(CCc3ccc(F)cc3)C2=O)s1
  SRC3 TRFRET art: 1805	SRC1 TRFRET art: 2076
#25 O=C(CNC(=O)c1ccc(Cl)cc1)Nc1ccc(Br)cc1C(=O)c1ccccc1
  SRC3 TRFRET art: 1443	SRC1 TRFRET art: 2108
#26 C=CC1CN2CCC1CC2c1[nH]c2ccccc2c1CCO (stereo not drawn)
  SRC3 TRFRET art: 1458	SRC1 TRFRET art: 1866
#27 Cc1csc(=N)n1Cc1ccccc1
  SRC3 TRFRET art: 1805	SRC1 TRFRET art: 1950
#28 NS(=O)(=O)c1cccc(N2CCNCC2)c1
  SRC3 TRFRET art: 1460	SRC1 TRFRET art: 1362
#29 Cc1cc(/C=C2\C(=O)NC(=O)N(Cc3ccco3)C2=O)c(C)n1-c1ccc(O)cc1
  SRC3 TRFRET art: 1532	SRC1 TRFRET art: 1956
#30 CNc1cc(Cl)c2nonc2c1[N+](=O)[O-]
  SRC3 TRFRET art: 1596	SRC1 TRFRET art: 1925

Sorted by molecular weight (ascending): some entries from above
#12 COc1ccn(C)c(=O)c1C#N
  SRC3 TRFRET art: 1638	SRC1 TRFRET art: 1932
#27 Cc1csc(=N)n1Cc1ccccc1
  SRC3 TRFRET art: 1805	SRC1 TRFRET art: 1950
#28 NS(=O)(=O)c1cccc(N2CCNCC2)c1
  SRC3 TRFRET art: 1460	SRC1 TRFRET art: 1362
#26 C=CC1CN2CCC1CC2c1[nH]c2ccccc2c1CCO (stereo not drawn)
  SRC3 TRFRET art: 1458	SRC1 TRFRET art: 1866
#4 CN(C)C(=Nc1ccccc1)P(=S)(N(C)C)N(C)C
  SRC3 TRFRET art: 1635	SRC1 TRFRET art: 1666
#17 Cc1ccc(CN2C(=O)CN=C(c3ccccc3)c3ccccc32)cc1
  SRC3 TRFRET art: 1517	SRC1 TRFRET art: 1911
#8 Cc1cccc(-n2c(O)c(/C=N/N3CCOCC3)c(=O)[nH]c2=S)c1
  SRC3 TRFRET art: 1678	SRC1 TRFRET art: 1805
#24 Cc1ccc(/C=C2\C(=O)NC(=O)N(CCc3ccc(F)cc3)C2=O)s1
  SRC3 TRFRET art: 1805	SRC1 TRFRET art: 2076
#10 CCOC(=O)COc1ccc2c(c1)c(C(C)=O)c(C)n2Cc1ccccc1
  SRC3 TRFRET art: 1366	SRC1 TRFRET art: 1758
#19 CN1C(=O)N(C)C(=O)C(CCc2ccncc2)(CCc2ccncc2)C1=O
  SRC3 TRFRET art: 1495	SRC1 TRFRET art: 1830
#2 O=C(N/N=C\C1C(=O)NC(=S)N(c2ccccc2)C1=O)c1ccc(O)cc1 (stereo not drawn)
  SRC3 TRFRET art: 1535	SRC1 TRFRET art: 1730
#7 CN(C)S(=O)(=O)c1cc(NC(=O)C[N+]23CCN(CC2)CC3)ccc1Cl
  SRC3 TRFRET art: 1544	SRC1 TRFRET art: 1608

#11 Cc1cccc(-n2c(O)c(C=Nc3ccc(Br)cn3)c(=O)[nH]c2=O)c1
  SRC3 TRFRET art: 1667	SRC1 TRFRET art: 2049
#22 C=CCn1c(O)c(C(C)=NCCC(c2ccccc2)c2ccccc2)c(=O)[nH]c1=O
  SRC3 TRFRET art: 1481	SRC1 TRFRET art: 1919
#29 Cc1cc(/C=C2\C(=O)NC(=O)N(Cc3ccco3)C2=O)c(C)n1-c1ccc(O)cc1
  SRC3 TRFRET art: 1532	SRC1 TRFRET art: 1956
#5 O=C(CCS(=O)(=O)c1ccc(Br)cc1)N1CCC2(CC1)OCCO2
  SRC3 TRFRET art: 1541	SRC1 TRFRET art: 1448

Further structures follow.
#31 CCOP(=O)(OCC)c1ccc(O)cc1
  SRC3 TRFRET art: 1750	SRC1 TRFRET art: 1787
#32 CCN(c1ccc(C(O)(C(=O)OC)C(F)(F)F)cc1)S(=O)(=O)c1ccccc1 (stereo not drawn)
  SRC3 TRFRET art: 1511	SRC1 TRFRET art: 2172
#33 O=c1c2ccccc2nc(-c2ccc([N+](=O)[O-])cc2)n1-c1ccccc1
  SRC3 TRFRET art: 1520	SRC1 TRFRET art: 1596
#34 CC(=O)c1ccc(OC(=O)N(C)c2ccccc2)cc1
  SRC3 TRFRET art: 1558	SRC1 TRFRET art: 1737
#35 CCOC(=O)CNC(=O)CNC(=O)C(Cc1ccc(N(CCCl)CCCl)cc1)NC(C)=O (stereo not drawn)
  SRC3 TRFRET art: 1430	SRC1 TRFRET art: 1800
#36 O=c1cc(CN2CC=C(c3ccccc3)CC2)c2c(ccc3ccccc32)o1
  SRC3 TRFRET art: 1420	SRC1 TRFRET art: 1835
#37 Cc1oc(-c2ccccc2)nc1CN1C(=O)C(C)N=C(c2ccccc2F)c2cc(Cl)ccc21 (stereo not drawn)
  SRC3 TRFRET art: 1645	SRC1 TRFRET art: 2115
#38 CCOP(=O)(OCC)C(O)c1ccc(OC)cc1OC (stereo not drawn)
  SRC3 TRFRET art: 1398	SRC1 TRFRET art: 1717
#39 CN1CCN(c2cc(N3CCNCC3)ccc2[N+](=O)[O-])CC1
  SRC3 TRFRET art: 1589	SRC1 TRFRET art: 1749
#40 O=C(O)CCn1cc(C=C2C(=O)NC(=S)NC2=O)c(-c2ccccc2)n1
  SRC3 TRFRET art: 1364	SRC1 TRFRET art: 1888

#41 CC(=O)C1C2c3ccccc3O[C@@]1(C)N=c1s/c(=C/c3ccoc3)c(=O)n12 (stereo partly drawn)
  SRC3 TRFRET art: 1713	SRC1 TRFRET art: 1841
#42 O=C(O)C(Cc1cnc[nH]1)NS(=O)(=O)c1ccc(Cl)cc1 (stereo not drawn)
  SRC3 TRFRET art: 1631	SRC1 TRFRET art: 1614
#43 CN1C(=O)C(=Cc2ccc(N3CCOCC3)o2)C(=O)N(C)C1=S
  SRC3 TRFRET art: 1434	SRC1 TRFRET art: 1799
#44 Cc1ccc(-c2nn(Cc3ccccc3)cc2C=O)cc1C
  SRC3 TRFRET art: 1820	SRC1 TRFRET art: 1803
#45 COc1ccccc1OP(=O)(Nc1cccnc1)Oc1ccccc1OC
  SRC3 TRFRET art: 1741	SRC1 TRFRET art: 1888
#46 CCN(CC)CC(O)c1ccc(C2CCCC2)cc1 (stereo not drawn)
  SRC3 TRFRET art: 1398	SRC1 TRFRET art: 1664
#47 Cc1cc(C)nc(N2Cc3ccccc3C2=N)n1
  SRC3 TRFRET art: 1484	SRC1 TRFRET art: 1788
#48 Cc1cc(/C=C2\C(=O)NC(=O)N(c3cccc(Br)c3)C2=O)c(C)n1C
  SRC3 TRFRET art: 1569	SRC1 TRFRET art: 1760
#49 Cc1cccc2c1N(N=O)CCC2
  SRC3 TRFRET art: 1669	SRC1 TRFRET art: 1714
#50 CCc1ccc(-n2c(O)c(/C=N/NC(=O)c3ccncc3)c(=O)[nH]c2=O)cc1
  SRC3 TRFRET art: 1589	SRC1 TRFRET art: 1769

#51 COC1=CC(=O)OC(/C=C/c2ccccc2)C1 (stereo not drawn)
  SRC3 TRFRET art: 1613	SRC1 TRFRET art: 1777
#52 COc1cc2c(cc1O)C[C@H]1NCCc3cc4c(c-2c31)OCO4
  SRC3 TRFRET art: 1547	SRC1 TRFRET art: 1873
#53 S=C=Nc1ccccn1
  SRC3 TRFRET art: 1509	SRC1 TRFRET art: 1797
#54 O=C(N/N=C/c1c(O)n(CCc2ccccc2)c(=O)[nH]c1=O)c1ccncc1
  SRC3 TRFRET art: 1522	SRC1 TRFRET art: 1769
#55 CCN1CCN(c2ccc([N+](=O)[O-])cc2C#N)CC1
  SRC3 TRFRET art: 1505	SRC1 TRFRET art: 2013

High-throughput results: PubChem, The Scripps Research Institute Molecular Screening Center
